Neddylation inh – inhibitors of human cullin neddylation | P61081+Q13564 | TR-FRET cullin neddylation, biochemical | calls only at 25 µM | 360,000 tested, 0.58% active | AID 651699; in the data active = inhibition above about 36%
SKN-1 block – C. elegans SKN-1 inhibition. AID 624304. inhibition, % at 21.8 µM. C. elegans VP596 Pgst-4::GFP/RFP ratio, acrylamide-induced, 24 h. 360,000 tested, 0.49% active;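 active = interference check ratio from 0.5 to 1.5 plus GFP to RFP signal ratio inhibition reaching or exceeding a fixed threshold, cut at about 30% in these data, passing the limit was not always enough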; also: some compounds called inactive have numbers as strong as hits
MsrA inh – bovine MsrA inhibition | purified bovine MsrA, absorbance read-out | inhibition, % at 15.5 µM | 360,000 tested, 0.75% active; in the data active = inhibition above about 4.5%;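 also: 0% = vehicle wells with enzyme and 100% = reference inhibitor wells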
bovine MsrA act – activators of bovine methionine sulfoxide reductase A; purified bovine MsrA, absorbance read-out; 360,000 tested, 0.3% active; activation, % at 10.6 µM; in the data active = activation above about 7.5%;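 also: 0% = vehicle and 100% = reference activator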
MT1-MMP act inh – MT1-MMP (human) activation inhibition; HT1080 RFP-PRO-GFP cells, GFP/RFP ratio fluorescence, overnight; percent of plate control window, DMSO zero; GFP/RFP ratio change, % at 20 µM; 360,000 tested, 0.061% active; AID 651647;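 active = GFP/RFP ratio change of at least 30% with cell ATP level not reduced by more than half and red fluorescence within 50% of control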; also: strong numbers were not always called active
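Compound: 20 µM single dose, 1% DMSO / System: HT1080 RFP-PRO-GFP cells / Controls: DMSO and RFP-L50D-GFP cell wells / Read-out basis: GFP/RFP fluorescence ratio / Schedule: overnight compound exposure at 37 °C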
CendR NRP1 mod – NRP-1/CendR interaction modulation | O14786 | FAM-RPARPAR peptide binding to NRP-1, fluorescence polarization | inhibition, % at 25 µM | 360,000 tested, 0.85% active | AID 602438;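 active = inhibition or corrected inhibition above about 18%, plus a signal ratio from 0.5 to 1.5, limit read from the data, passing the limit was not always enough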; also: strong numbers were not always called active
FAS-TE inh – blocks the thioesterase domain of human fatty acid synthase; inhibition, % at 15 µM; recombinant FAS-TE, OMFH fluorogenic substrate, fluorescence endpoint; P49327; AID 602261; 360,000 tested, 0.67% active;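 active = compounds whose normalised, plate-corrected inhibition of enzyme fluorescence in the single-dose primary screen is 50% or more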;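 also: 0% = DMSO with enzyme and 100% = substrate without enzyme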
Rin1 Abl inh – inhibitors of human Rin1-Abl protein interaction | P00519+Q13671 | TR-FRET Rin1/Abl binding, biochemical | inhibition, % at 7.35 µM | 360,000 tested, 0.4% active; in the data active = inhibition above about 5%, passing the limit was not always enough
eLon inh – inhibits E. coli Lon protease | AID 602123 | inhibition, % at 7.94 µM | purified E. coli Lon protease, fluorescence polarization | 360,000 tested, 0.42% active; in the data active = inhibition above about 13%, passing the limit was not always enough;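 also: 0% = enzyme with probe and DMSO and 100% = no enzyme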
Target sequence (P0A9M0 whole entry, looked up): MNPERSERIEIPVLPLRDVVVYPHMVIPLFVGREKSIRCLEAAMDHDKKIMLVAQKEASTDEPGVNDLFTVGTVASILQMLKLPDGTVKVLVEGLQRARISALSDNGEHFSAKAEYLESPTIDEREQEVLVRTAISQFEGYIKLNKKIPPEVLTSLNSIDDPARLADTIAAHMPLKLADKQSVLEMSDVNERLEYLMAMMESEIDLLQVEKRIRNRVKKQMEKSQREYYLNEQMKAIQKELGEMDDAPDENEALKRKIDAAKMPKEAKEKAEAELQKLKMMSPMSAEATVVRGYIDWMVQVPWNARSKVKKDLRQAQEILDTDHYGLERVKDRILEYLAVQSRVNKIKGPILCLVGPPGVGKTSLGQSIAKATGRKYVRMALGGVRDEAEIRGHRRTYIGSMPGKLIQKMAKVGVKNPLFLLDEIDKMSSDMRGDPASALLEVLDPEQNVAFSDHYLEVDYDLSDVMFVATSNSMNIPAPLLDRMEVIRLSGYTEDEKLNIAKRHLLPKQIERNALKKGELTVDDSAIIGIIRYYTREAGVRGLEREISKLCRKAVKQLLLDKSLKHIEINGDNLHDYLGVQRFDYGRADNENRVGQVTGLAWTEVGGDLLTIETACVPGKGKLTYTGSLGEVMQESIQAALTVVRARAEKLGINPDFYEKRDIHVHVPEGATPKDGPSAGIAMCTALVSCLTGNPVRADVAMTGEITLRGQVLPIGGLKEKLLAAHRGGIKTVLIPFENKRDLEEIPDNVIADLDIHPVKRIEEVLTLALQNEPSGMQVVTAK
Starred values were filed as active, the others as inactive.

Results for COc1cccc(NC(=O)CSc2ncc(S(=O)(=O)c3ccccc3)c(=O)[nH]2)c1 ?
Neddylation inh: inactive; SKN-1 block: 1; MsrA inh: 0.6; bovine MsrA act: -2; MT1-MMP act inh: 1; CendR NRP1 mod: 2; FAS-TE inh: -5; Rin1 Abl inh: 2; eLon inh: -5

Results for Cc1c(CN2CCc3c([nH]c4ccccc34)C2C2CCCCC2)cnn1C (centres undefined) ?
Neddylation inh: inactive; SKN-1 block: 2; MsrA inh: 0.4; bovine MsrA act: -11; MT1-MMP act inh: -9; CendR NRP1 mod: -2; FAS-TE inh: -4; Rin1 Abl inh: -2; eLon inh: -10

What do the screens show for `CCOC(=O)CSc1nnc(CNC(=O)c2ccc(OC)cc2OC)n1C`?
Neddylation inh: inactive; SKN-1 block: -8; MsrA inh: 0.8; bovine MsrA act: -9; MT1-MMP act inh: -2; CendR NRP1 mod: 7; FAS-TE inh: -6; Rin1 Abl inh: 4; eLon inh: -3

What do the screens show for `CCN(CC(=O)Nc1c(F)cccc1F)C(=O)c1ccc(OCc2c(C)noc2C)cc1`?
Neddylation inh: inactive; SKN-1 block: 11; MsrA inh: 1.2; bovine MsrA act: 1; MT1-MMP act inh: 7; CendR NRP1 mod: -6; FAS-TE inh: -4; Rin1 Abl inh: 4; eLon inh: -10

How did Nc1ccc(C#Cc2c(-c3ccsc3)oc3ccc(N4CCOCC4)cc23)cc1 do in these assays?
SKN-1 block: 7; MsrA inh: 3.3; bovine MsrA act: -8; MT1-MMP act inh: 2; CendR NRP1 mod: 26*; FAS-TE inh: 28; Rin1 Abl inh: 2; eLon inh: -10

How did COc1ccc(CNC(=O)C2CCN(S(=O)(=O)c3ccc4nc5c(c(C(=O)O)c4c3)CCCC5)CC2)cc1 do in these assays?
Neddylation inh: inactive; SKN-1 block: -6; MsrA inh: -0.8; bovine MsrA act: 0; MT1-MMP act inh: 1; CendR NRP1 mod: -19; FAS-TE inh: -7; Rin1 Abl inh: 4; eLon inh: -4

Results for COc1ccc(NC(=O)/C(Cl)=C(/Cl)S(=O)(=O)Cc2ccc(C)cc2)cn1 ?
Neddylation inh: inactive; SKN-1 block: 20; bovine MsrA act: -2; MT1-MMP act inh: 2; CendR NRP1 mod: 12; FAS-TE inh: 47; Rin1 Abl inh: 3; eLon inh: -1

How did CSc1cc(C)nc(N(C)C(C)=O)n1 do in these assays?
Neddylation inh: inactive; SKN-1 block: -2; MsrA inh: -0.7; bovine MsrA act: -8; MT1-MMP act inh: -6; CendR NRP1 mod: -5; FAS-TE inh: -3; Rin1 Abl inh: 5; eLon inh: 2

Results for COc1ccc(CC(=O)Nc2nc(-c3ccc(F)c(F)c3)cs2)cc1OC ?
Neddylation inh: inactive; SKN-1 block: -2; MsrA inh: 1.9; bovine MsrA act: -3; MT1-MMP act inh: 1; CendR NRP1 mod: 10; FAS-TE inh: 20; Rin1 Abl inh: -2; eLon inh: -8

Results for O=C1c2ccccc2C(=O)c2cc(S(=O)(=O)Nc3ccccc3)ccc21 ?
Neddylation inh: inactive; SKN-1 block: 4; MsrA inh: 29*; bovine MsrA act: 10.0*; MT1-MMP act inh: 3; CendR NRP1 mod: -3; FAS-TE inh: 12; Rin1 Abl inh: -3; eLon inh: -5

How did O=C(OCC(=O)N1CCCc2ccccc21)c1cc(S(=O)(=O)N2CCOCC2)ccc1O do in these assays?
Neddylation inh: inactive; SKN-1 block: 16; MsrA inh: 0.5; bovine MsrA act: -4; MT1-MMP act inh: 0; CendR NRP1 mod: 18; FAS-TE inh: -5; Rin1 Abl inh: 4; eLon inh: -12

Results for Cc1cnn(Cc2cccnc2)c1N ?
Neddylation inh: inactive; SKN-1 block: -3; MsrA inh: -0.9; bovine MsrA act: -2; MT1-MMP act inh: 2; CendR NRP1 mod: 1; FAS-TE inh: -4; Rin1 Abl inh: 0; eLon inh: -3

Results for CC(OC(=O)CCc1ccccc1)C(=O)Nc1ncc(Cl)cc1Cl (centres undefined) ?
Neddylation inh: inactive; SKN-1 block: -1; MsrA inh: -0.8; bovine MsrA act: -4; MT1-MMP act inh: 3; CendR NRP1 mod: 4; FAS-TE inh: -7; Rin1 Abl inh: 0; eLon inh: -10

What do the screens show for `CCc1ccc(NC(=O)Cn2c(SC)nc3ccccc32)cc1`?
Neddylation inh: inactive; SKN-1 block: 3; MsrA inh: 0.0; bovine MsrA act: 0; MT1-MMP act inh: 7; CendR NRP1 mod: 13; FAS-TE inh: -2; Rin1 Abl inh: -2; eLon inh: -6

What do the screens show for `O=S(=O)(NCCc1c[nH]c2ccccc12)c1ccccc1`?
Neddylation inh: inactive; SKN-1 block: 34; MsrA inh: -0.6; bovine MsrA act: -1; MT1-MMP act inh: 2; CendR NRP1 mod: 7; FAS-TE inh: 0; Rin1 Abl inh: 3; eLon inh: 3

What do the screens show for `COc1cc(OC)c(C(=O)OCC(=O)Nc2nnc(-c3ccccc3)o2)cc1OC`?
Neddylation inh: inactive; SKN-1 block: -1; MsrA inh: 0.6; bovine MsrA act: -1; MT1-MMP act inh: -3; CendR NRP1 mod: -2; FAS-TE inh: -4; Rin1 Abl inh: -1; eLon inh: -9

How did COc1ccccc1/C=C/C=NC1C(=O)N(c2ccccc2)[N+](C)=C1C (centres undefined) do in these assays?
Neddylation inh: inactive; SKN-1 block: 18; MsrA inh: 1.3; bovine MsrA act: -2; MT1-MMP act inh: 2; CendR NRP1 mod: 10; FAS-TE inh: -10; Rin1 Abl inh: -1; eLon inh: 3

How did Cc1ccc(NC(=O)CC2SCCNC2=O)cc1[N+](=O)[O-] (centres undefined) do in these assays?
Neddylation inh: inactive; SKN-1 block: -2; MsrA inh: -0.7; bovine MsrA act: -1; MT1-MMP act inh: -1; CendR NRP1 mod: 8; FAS-TE inh: -8; Rin1 Abl inh: -1; eLon inh: -5

What do the screens show for `C/C(=N\Nc1nc(-c2ccccn2)nc2ccccc12)c1ccc(F)cc1`?
Neddylation inh: inactive; SKN-1 block: 7; bovine MsrA act: -5; MT1-MMP act inh: -2; CendR NRP1 mod: -3; FAS-TE inh: -4; Rin1 Abl inh: -3; eLon inh: 0

What do the screens show for `COC(=O)C1c2ccccc2-c2ccccc21`?
Neddylation inh: inactive; SKN-1 block: 1; MsrA inh: -0.2; bovine MsrA act: -3; MT1-MMP act inh: 1; CendR NRP1 mod: -4; FAS-TE inh: 2; Rin1 Abl inh: 2; eLon inh: -5

Results for CC1(C)NC(=O)N(CC(O)CN(c2ccccc2)S(=O)(=O)c2ccccc2)C1=O (centres undefined) ?
Neddylation inh: inactive; SKN-1 block: 6; MsrA inh: -0.5; bovine MsrA act: 6; MT1-MMP act inh: 1; CendR NRP1 mod: 13; FAS-TE inh: -8; Rin1 Abl inh: 0; eLon inh: 3

Results for CCOC(=O)N1CCN(Cc2nc(N)nc(Nc3ccc(OC)cc3)n2)CC1 ?
Neddylation inh: inactive; SKN-1 block: 0; MsrA inh: -0.6; bovine MsrA act: -5; MT1-MMP act inh: 2; CendR NRP1 mod: -9; FAS-TE inh: -6; Rin1 Abl inh: 1; eLon inh: -5

Results for Cc1ccnc2nc(C(=O)OCC(=O)c3ccc(NC(=O)CC(C)C)cc3)nn12 ?
Neddylation inh: inactive; SKN-1 block: 19; MsrA inh: -0.8; bovine MsrA act: -2; MT1-MMP act inh: -2; CendR NRP1 mod: -18; FAS-TE inh: -7; Rin1 Abl inh: 3; eLon inh: -18

How did Cc1cccc(N(CC(=O)NC2CCCC2)C(=O)c2nsc(Cl)c2Cl)c1C do in these assays?
Neddylation inh: inactive; SKN-1 block: 11; MsrA inh: 1.6; bovine MsrA act: -1; MT1-MMP act inh: -1; CendR NRP1 mod: 4; FAS-TE inh: 9; Rin1 Abl inh: -2; eLon inh: 6

What do the screens show for `CCCN(CC(=O)Nc1ccccc1C)C(=O)c1cc(=O)[nH]c2ccccc12`?
Neddylation inh: inactive; SKN-1 block: -7; MsrA inh: 0.3; bovine MsrA act: -9; MT1-MMP act inh: 5; CendR NRP1 mod: -2; FAS-TE inh: -2; Rin1 Abl inh: 0; eLon inh: -5

Results for Cc1coc2c(C)c3oc(=O)c(CCC(=O)NCCN4CCOCC4)c(C)c3cc12 ?
SKN-1 block: 3; MsrA inh: 1.1; bovine MsrA act: -10; MT1-MMP act inh: 1; CendR NRP1 mod: 1; FAS-TE inh: -7; Rin1 Abl inh: -3; eLon inh: 0

What do the screens show for `C/C(NC(=O)c1ccccc1)=C1/C(=O)CC2C1C2(C)C` (centres undefined)?
Neddylation inh: inactive; SKN-1 block: 4; MsrA inh: 0.9; bovine MsrA act: -2; MT1-MMP act inh: -4; CendR NRP1 mod: -1; FAS-TE inh: 10; Rin1 Abl inh: 0; eLon inh: -13

How did COc1ccccc1N1CCN(c2nc(C)cc(C)c2C#N)CC1 do in these assays?
Neddylation inh: inactive; SKN-1 block: 9; MsrA inh: -0.8; bovine MsrA act: -1; MT1-MMP act inh: -1; CendR NRP1 mod: -2; FAS-TE inh: 16; Rin1 Abl inh: -1; eLon inh: -3

How did Cc1ccc(N2C(=O)N(CC(=O)N3CCc4ccccc43)C(=O)C2C)cc1 (centres undefined) do in these assays?
Neddylation inh: inactive; SKN-1 block: 9; MsrA inh: 0.2; bovine MsrA act: 3; MT1-MMP act inh: -2; CendR NRP1 mod: 1; FAS-TE inh: 2; Rin1 Abl inh: 0; eLon inh: -6

What do the screens show for `CC(NC(=O)CCNS(=O)(=O)c1cccc2nonc12)c1ccccc1` (centres undefined)?
Neddylation inh: inactive; SKN-1 block: -4; MsrA inh: -0.1; bovine MsrA act: -2; MT1-MMP act inh: 2; CendR NRP1 mod: 22; FAS-TE inh: -4; Rin1 Abl inh: 2; eLon inh: -11

How did Fc1ccc(Nc2nc(N3CCOCC3)c3ccccc3n2)cc1 do in these assays?
Neddylation inh: inactive; SKN-1 block: 22; MsrA inh: 0.9; bovine MsrA act: -5; MT1-MMP act inh: 2; CendR NRP1 mod: 3; FAS-TE inh: 4; Rin1 Abl inh: 2; eLon inh: 4

What do the screens show for `COc1ccccc1CC(NC(C)=O)C(=O)NC1CCN(c2nnnn2-c2ccccc2)CC1` (centres undefined)?
Neddylation inh: inactive; SKN-1 block: -1; bovine MsrA act: -1; MT1-MMP act inh: -14; CendR NRP1 mod: 13; FAS-TE inh: -8; Rin1 Abl inh: -3; eLon inh: -4

Structural class: the compounds so far containing an NH in an aromatic ring.
Results for COc1cccc(NC(=O)CSc2ncc(S(=O)(=O)c3ccccc3)c(=O)[nH]2)c1 ?
Neddylation inh: inactive; SKN-1 block: 1; MsrA inh: 0.6; bovine MsrA act: -2; MT1-MMP act inh: 1; CendR NRP1 mod: 2; FAS-TE inh: -5; Rin1 Abl inh: 2; eLon inh: -5

Results for Cc1c(CN2CCc3c([nH]c4ccccc34)C2C2CCCCC2)cnn1C (centres undefined) ?
Neddylation inh: inactive; SKN-1 block: 2; MsrA inh: 0.4; bovine MsrA act: -11; MT1-MMP act inh: -9; CendR NRP1 mod: -2; FAS-TE inh: -4; Rin1 Abl inh: -2; eLon inh: -10

What do the screens show for `O=S(=O)(NCCc1c[nH]c2ccccc12)c1ccccc1`?
Neddylation inh: inactive; SKN-1 block: 34; MsrA inh: -0.6; bovine MsrA act: -1; MT1-MMP act inh: 2; CendR NRP1 mod: 7; FAS-TE inh: 0; Rin1 Abl inh: 3; eLon inh: 3

What do the screens show for `CCCN(CC(=O)Nc1ccccc1C)C(=O)c1cc(=O)[nH]c2ccccc12`?
Neddylation inh: inactive; SKN-1 block: -7; MsrA inh: 0.3; bovine MsrA act: -9; MT1-MMP act inh: 5; CendR NRP1 mod: -2; FAS-TE inh: -2; Rin1 Abl inh: 0; eLon inh: -5

The order is random, and some 4.2% of all compounds hit somewhere here.
